# LEDGF integ inh = blockers of LEDGF/p75-dependent integrase strand transfer – biochemical, TR-FRET, high throughput, primary screen; TR-FRET IN-LEDGF/p75 DNA integration, Eu/Cy5; inhibition, % at 3.7 µM; actives 0.64% (n = 370,000);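 active = inhibition above the screen-wide mean plus 3 SD, cut at about 13% in these data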;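 also: signal is the Cy5 over europium emission ratio at 671 and 618 nm; 0% = plate median of compound wells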
# rCAG binder = binders of r(CAG) RNA repeats, primary screen, biochemical, fluorescence | r(CAG) RNA repeat, TO-PRO-1 dye displacement fluorescence | inhibition, % at 3 µM | actives 1.3% (n = 370,000) | AID 651821, 2012;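 active = inhibition above the plate cutoff, the mean of all test compounds on that plate plus 3 SD, cut at about 35% in these data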;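 also: 0% = DMSO alone and 100% = 100 µM mitoxantrone as full dye displacement; higher means more dye released from RNA so lower well fluorescence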
# NPR2 activator = human GC-B receptor activators, primary screen, HEK293 GC-B cells, cGMP TR-FRET, EC30 CNP; Atrial natriuretic peptide receptor 2 (Homo sapiens), P20594; 0% at EC30 CNP, 100% saturating CNP; activation, % at 10 µM; actives 0.11% (n = 370,000);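 active = activation at 10 µM reaching about 35% in either raw or pattern-adjusted values, limit read from the data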
# PRMT1 inh = PRMT1 methyltransferase inhibitors, primary screen, biochemical, fluorescence polarization; Protein arginine N-methyltransferase 1 (Homo sapiens), Q99873; AID 652257, 2013; inhibition, % at 2.79 µM; actives 1.3% (n = 370,000); recombinant PRMT1, activity-based probe fluorescence polarization;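 active = inhibition above about 21% made by adding two undisclosed values, limit read from the data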
# SIAE inh = human SIAE inhibitors, primary screen, biochemical, fluorescence polarization, FP-Rh probe, 1536-well HTS | Sialate O-acetylesterase (Homo sapiens), Q9HAT2 | SIAE FP-Rh probe binding | inhibition, % at 9.66 µM | actives 0.69% (n = 370,000);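 active = inhibition above a cutoff: mean of compounds within the control limits plus 3 SD of those, cut at about 17% in these data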;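 also: 0% = plate median of compound wells and 100% = probe without SIAE protein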
# Target sequence (Q9HAT2 whole entry, looked up): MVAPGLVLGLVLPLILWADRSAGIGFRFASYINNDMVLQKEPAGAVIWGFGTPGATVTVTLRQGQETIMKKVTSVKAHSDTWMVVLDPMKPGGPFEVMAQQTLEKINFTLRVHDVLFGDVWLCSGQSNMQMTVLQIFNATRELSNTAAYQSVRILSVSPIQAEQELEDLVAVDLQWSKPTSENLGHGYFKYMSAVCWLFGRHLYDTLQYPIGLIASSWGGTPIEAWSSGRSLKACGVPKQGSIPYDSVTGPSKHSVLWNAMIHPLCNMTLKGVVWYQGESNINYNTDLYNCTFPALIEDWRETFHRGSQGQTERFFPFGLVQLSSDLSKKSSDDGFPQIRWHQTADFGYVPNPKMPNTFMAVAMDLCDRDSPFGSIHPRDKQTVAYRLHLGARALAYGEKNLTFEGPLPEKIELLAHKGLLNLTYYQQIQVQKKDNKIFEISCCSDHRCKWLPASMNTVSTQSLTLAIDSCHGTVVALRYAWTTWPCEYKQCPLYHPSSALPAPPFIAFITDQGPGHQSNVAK
# TDP2 absorb = human TDP2 enzyme inhibitors, primary screen, biochemical, epi absorbance, recombinant enzyme. Tyrosyl-DNA phosphodiesterase 2 (Homo sapiens), O95551. T5PNP hydrolysis, p-nitrophenol absorbance 415 nm. inhibition, % at 12.8 µM. actives 0.34% (n = 370,000);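 active = inhibition above the mean of all tested compounds plus 3 SD, set per campaign, cut at about 25% in these data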;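 also: 0% = DMSO with enzyme and 100% = buffer with substrate but no TDP2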
#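 Test system: Human TDP2 enzyme | Reagent: 5 mM T5PNP | Compound dosing: 12.8 µM single point, 1% DMSO | Incubation: Enzyme reaction with compound for 2 h at 37 °C | Technique: p-Nitrophenol epi absorbance | Read-out: % inhibition relative to enzyme-containing and enzyme-free wells | Benchmarks: High control without enzyme, low control DMSO plus TDP2 | Replicates: Singlicate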
# mABHD4 FP = ABHD4 inhibitors, primary screen, biochemical, fluorescence polarization, mouse; (Lyso)-N-acylphosphatidylethanolamine lipase (Mus musculus), Q8VD66; purified mABHD4, FP-Rh probe fluorescence polarization; inhibition, % at 8.92 µM; actives 0.54% (n = 370,000); AID 720543, 2013;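 active = inhibition exceeding the mean over every tested compound plus 3 SD, cut at about 30% in these data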;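 also: 0% = plate median of compound wells and 100% = S159A mutant with DMSO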
#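 Test system: mouse ABHD4 enzyme, wild type. Reagent: FP-Rh fluorescent activity-based probe, added after compound pre-incubation. Timing: pre-incubation 45 min, probe exposure 60 min, at 25 °C. Technique: FP readout, ex 525 nm / em 598 nm. Benchmarks: high control S159A mutant with DMSO, low control median of compound wells.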
# TCR-CD3 inh = inhibitors of human TCR-CD3 interaction, primary screen, biochemical, fluorescence, TAMRA-labeled TCR probe. inhibition, % at 9.4 µM. actives 0.37% (n = 360,000). AID 651800, 2012; in the data active = inhibition above about 19%;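 also: recombinant mutant TCR 2C K166C tagged with TAMRA read by polarization; 0% = receptor in buffer alone and 100% = receptor with positive control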
# MBD2 DNA inh = inhibitors of MBD2 binding to methylated DNA, primary screen, biochemical, TR-FRET, DNA-binding domain, human | MBD2 binding to methylated oligonucleotide | inhibition, % at 4.4 µM | actives 0.31% (n = 370,000) | AID 686964, 2013; in the data active = inhibition above about 13%
# Target sequence (Q9UBB5 whole entry, looked up, the tested form may be a part): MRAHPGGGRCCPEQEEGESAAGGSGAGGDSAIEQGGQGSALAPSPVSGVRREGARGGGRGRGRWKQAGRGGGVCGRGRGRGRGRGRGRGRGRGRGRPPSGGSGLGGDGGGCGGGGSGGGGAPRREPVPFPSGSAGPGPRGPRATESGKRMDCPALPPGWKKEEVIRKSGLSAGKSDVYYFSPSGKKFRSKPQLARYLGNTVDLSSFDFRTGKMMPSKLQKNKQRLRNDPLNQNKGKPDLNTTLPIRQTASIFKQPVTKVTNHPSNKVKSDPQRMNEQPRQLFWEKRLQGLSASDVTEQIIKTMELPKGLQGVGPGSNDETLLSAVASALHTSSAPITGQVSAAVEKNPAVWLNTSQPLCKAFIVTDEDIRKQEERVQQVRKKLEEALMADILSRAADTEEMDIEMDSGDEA
# HTRA1 inh = HTRA1 serine protease inhibitors, primary screen, biochemical, fluorescence polarization, HTS | Q92743 | recombinant HTRA1, FP-rhodamine activity-based probe | inhibition, % at 5.96 µM | actives 0.5% (n = 340,000) | AID 504803, 2011; in the data active = inhibition above about 36%;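 also: 0% = enzyme with DMSO and 100% = wells lacking enzyme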
# An asterisk follows results filed as active; / = not tested or not shown. Some of the compounds tested; count on the stated rates, not on these rows.
SMILES,LEDGF integ inh,rCAG binder,NPR2 activator,PRMT1 inh,SIAE inh,TDP2 absorb,mABHD4 FP,TCR-CD3 inh,MBD2 DNA inh,HTRA1 inh
CCOc1ccc(CN2CCNC(=O)C2CC(=O)N(C)C2CCCCC2)cc1 (stereo unspecified),-5,-2,2,3,0,-5,-2,-1,-1,0
Cc1ccc(CS(=O)Cc2ccc(C(=O)N3CCN(c4cccc(C)c4C)CC3)o2)cc1 (stereo unspecified),0,2,-1,-4,2,-14,-5,1,0,-16
COc1cc2c(=O)n(CCCC(=O)NCC3CCCO3)c(=O)n(CC(=O)c3ccc(F)cc3)c2cc1OC (stereo unspecified),-2,3,1,0,-5,5,17,-5,0,7
CCCN1CCN(CCCNC(=O)c2cc3c(=O)[nH]c4ccccc4c3s2)CC1,1,3,-4,-3,0,-4,4,-1,-4,4
CC(C)CCn1cnc2c([nH]c3cccc(Cl)c32)c1=O,-2,7,-5,5,-13,-10,-15,-8,6,4
Cc1cc(C)n2nc(SCC(=O)N(C(C)C)C(C)C)nc2n1,0,-3,3,-1,0,3,3,0,3,-3
Cc1cccn2c(=O)nc(SCC(=O)NCc3ccc(F)cc3)nc12,-2,-4,6,4,5,10,8,1,2,1
CNC(=O)c1ccc(CN(C)CC(=O)Nc2ccccc2C(=O)NC2CC2)cc1,75*,3,3,2,-1,5,5,-1,-1,3
COCC(C)n1c(C)cc(C(=O)CSc2cc(C)c3ccccc3n2)c1C (stereo unspecified),2,3,2,6,-3,-5,-3,-3,-2,-36
COc1ccc2c(c1)C(SCC(=O)NCCc1ccc(Cl)cc1)CC(C)(C)O2 (stereo unspecified),-1,2,-16,-6,-2,-10,-9,-7,-4,-28
C/C(=N\NC(=O)c1cccnc1)c1cc2ccccc2o1,1,-1,2,5,5,-3,4,-4,2,0
CCO[C@@H]1OC(C(=O)NC2CC2)=C[C@H](C)[C@H]1CCCO,-1,-1,7,-2,-6,2,4,8,-2,6
CC(=O)c1ccc(NC(=S)N(C)C2CCN(C)CC2)cc1,-2,0,4,-3,3,5,-7,4,-1,-4
O=C(NCC1CCCO1)C1CCN(C(=O)c2ccc(Cl)cc2)CC1 (stereo unspecified),-1,-3,-1,2,3,9,-5,7,-1,-1
Cc1cc(C)n2nc(SCC(=O)NC(=O)c3ccccc3)nc2n1,-5,6,2,2,0,-4,3,-2,1,-3
CCOc1ccccc1NC(=O)CSc1nc(=O)n(Cc2ccccn2)c2c1CCC2,2,-15,-3,-1,3,-1,-3,-4,-3,-2
COc1ccc(C=CC(=O)C=CC=Cc2ccccc2)cc1,-4,12,8,6,-4,-5,-1,-2,2,-14
CC1(C)C(=O)OC(C(=O)c2ccc(Cl)cc2)C(C)(C)C1=O (stereo unspecified),1,-2,6,1,5,-3,-7,12,-4,1
COc1ccc(-n2nc(C(=O)N(C)C)nc2-c2ccccc2)cc1,4,-3,4,-1,7,-13,-4,0,-3,1
CCOC(=O)C(Cc1c[nH]c2ccccc12)NC(=O)c1ccco1 (stereo unspecified),-2,1,0,-2,2,-10,9,5,-2,0

# Entries of single compounds, quoted from the list. Values in the order: LEDGF integ inh, rCAG binder, NPR2 activator, PRMT1 inh, SIAE inh, TDP2 absorb, mABHD4 FP, TCR-CD3 inh, MBD2 DNA inh, HTRA1 inh
# CC1(C)C(=O)OC(C(=O)c2ccc(Cl)cc2)C(C)(C)C1=O (stereo unspecified) in the list: 1, -2, 6, 1, 5, -3, -7, 12, -4, 1
# O=C(NCC1CCCO1)C1CCN(C(=O)c2ccc(Cl)cc2)CC1 (stereo unspecified) in the list: -1, -3, -1, 2, 3, 9, -5, 7, -1, -1
# CCCN1CCN(CCCNC(=O)c2cc3c(=O)[nH]c4ccccc4c3s2)CC1 in the list: 1, 3, -4, -3, 0, -4, 4, -1, -4, 4

# Additional compounds follow.
SMILES,LEDGF integ inh,rCAG binder,NPR2 activator,PRMT1 inh,SIAE inh,TDP2 absorb,mABHD4 FP,TCR-CD3 inh,MBD2 DNA inh,HTRA1 inh
Nc1cccc(Oc2c(F)c(F)c(Oc3cccc(N)c3)c(F)c2F)c1,0,0,6,0,4,7,-4,3,-1,/
COCCCNc1nc(=S)[nH]c2cc(OC)c(OC)cc12,-1,-2,-3,-1,1,-14,-2,4,1,-1
CC(=O)Nc1ccc(NC(=O)CN2CCCC(C)C2)c(Cl)c1 (stereo unspecified),-3,-1,-1,-1,7,11,1,4,1,-1
C[C@H]1C(c2ccccc2F)O[C@]2(C[C@H](O)c3ccccc3O2)C[C@@H]1O (stereo partly specified),9,-2,-9,-8,0,5,-9,/,3,/
COc1ccc(CCNC(=O)Cn2cccc2C(=O)c2ccccc2)cc1OC,4,-7,1,-3,1,5,-2,-1,0,-7
COc1ccc(-c2cc3ccccc3n2CC(O)CN2CCN(CCO)CC2)cc1 (stereo unspecified),-2,1,-17,1,9,-6,8,7,-4,-3
CCOC(=O)C1(C)CCN1C(=O)c1ccc(OC)c(C(F)(F)F)c1 (stereo unspecified),3,-1,7,-2,1,3,3,1,-5,/
CC1S/C(=N/N=C/c2cccc([N+](=O)[O-])c2)NC1=O (stereo unspecified),4,-2,-3,1,0,13,-6,8,-1,4
O=C1NC(C(=O)O)=CC(c2cccc(Cl)c2Cl)N1 (stereo unspecified),1,1,2,0,2,0,0,-1,0,4
Cc1cccc(-c2nnc(NC(=O)c3ccc(N4C(=O)CCC4=O)cc3)s2)c1,7,5,-6,-10,-66,-4,0,-1,1,-4
COc1ccccc1C(=O)NCc1ccccc1,2,-5,5,-1,-1,-2,8,1,-4,5
CC1C(=O)N(Cc2cn(Cc3ccco3)nn2)CCS(=O)(=O)N1Cc1ccc(-c2ccccc2Cl)cc1 (stereo unspecified),0,12,-2,4,-7,-1,-25,-2,-6,/
CCc1ccc(/C=C2\SC(=S)N(CCCC(=O)Nc3cc(C)on3)C2=O)cc1,-1,4,-5,1,-1,2,6,3,15*,7
CCCCN(Cc1ccccc1)C(=O)CCN1C(=O)C2C3C=CC(C3)C2C1=O (stereo unspecified),-3,-9,0,1,11,6,0,-8,-1,3
O=C(Nc1ccccc1Cl)c1cc(C2CCCCN2S(=O)(=O)c2ccccc2)on1 (stereo unspecified),3,4,2,-8,5,7,-5,6,-4,/
COCOc1cccc(CN2CCC(C)(Oc3cccc(C#N)c3)C2)c1 (stereo unspecified),-2,-3,-2,-5,0,-5,-8,2,-3,/
Cc1ccc(NC(=O)c2cccc(NC(=O)/C=C/c3ccco3)c2)cc1C,6,33,1,20,-55,6,-55,5,1,-116
O=C(NCc1cccc(C(F)(F)F)c1)c1ccc2sc([C@@H]3O[C@H](CO)[C@H](O)[C@H](O)[C@H]3O)nc2c1,-1,1,1,0,1,-3,-4,3,0,/
O=C(O)c1cc(-n2[nH]c(=O)c3ccccc3c2=O)ccc1Cl,-1,1,1,2,-1,5,2,4,0,6
COc1ccc([C@H]2CC(=O)C=C(c3ccccc3Oc3ccccc3)C2)cc1,1,1,-9,2,-1,1,-14,6,0,-38
Cc1ccc(S(=O)(=O)N2CCC(C(=O)N/N=C/c3cccnc3)CC2)cc1,0,1,-6,1,-1,-3,9,3,-5,2
CCCSc1nc2c(c(=O)n1CC)SC(C)C2 (stereo unspecified),0,1,10,-4,-6,7,1,-7,2,-4
Cc1cc(S(=O)(=O)Nc2c(C)nc3nc[nH]n3c2=O)ccc1F,1,1,0,3,0,-1,2,-10,2,-10
CCN(CC(=O)Nc1ccc(NC(C)=O)cc1)C(=O)c1ccc2c(c1)OCCO2,5,0,3,-5,12,5,3,0,-2,-3
C/C(=N\Nc1cc(C)nc(-c2ccccc2O)n1)c1ccccc1O,1,4,-7,0,-2,-9,-1,-1,0,-4
CC(C)CCNC(=O)Cn1cc2c(n1)CCCCC2,2,-2,4,4,1,-2,-6,-11,-3,4
O=C(CN1C(=O)COc2ccccc21)N1CCc2ccccc21,-2,1,4,0,2,0,3,4,2,-8
Cc1ccc(S(=O)(=O)N2CCN(C(=O)Cc3ccc4c(c3)OCCO4)CC2)cc1C,-2,-4,2,-2,12,4,4,-4,0,-3
O=C(Nc1cccnc1)c1cc(-c2ccc(Cl)cc2Cl)on1,2,2,-7,-2,-2,-10,3,6,0,-2
Cn1c(CNc2ccccc2O)nc2ccccc21,7,9,-6,0,19*,18,31*,4,-24,19
COc1cc2c(cc1OC)CN(C(=O)c1cc(Cl)nc(Cl)c1)CC2,-4,0,-3,5,0,1,2,-4,3,-4
O=C(CCCNC(=O)c1ccc(Cl)cc1)Nc1cccc(F)c1,2,0,-5,4,-5,10,0,2,3,2
COc1ccc(C[C@H]2CN3C(=NC[C@H]3C)N2CCNC(=O)c2ccc(C)c(Br)c2)cc1,-2,13,-10,3,-1,-1,8,5,-4,2
Cc1ccc(N(C(C)C(=O)O)S(=O)(=O)c2c(C)n[nH]c2C)cc1 (stereo unspecified),-1,1,4,1,3,0,1,3,1,0
O=C(CSc1nc2ccccc2n1CCc1ccccc1)NC1CC1,-1,-7,-1,-1,-4,1,-3,10,-3,-5
CN1CCN(/C=N/c2c(C#N)cnn2-c2ccccc2)CC1,-2,-5,-1,-2,4,-3,-2,10,-7,4
CCC(C)c1ccc(NC(=S)N2CCN(c3ccccn3)CC2)cc1 (stereo unspecified),1,-6,5,-4,4,8,-2,7,-4,-15
NS(=O)(=O)c1cccc(NC(=O)COC(=O)CN2C(=O)C3CC=CCC3C2=O)c1 (stereo unspecified),1,4,-2,0,1,-17,3,5,-1,9
Cc1c(C)c2ccc(OCC(=O)N3CC[C@@]4(O)CCCC[C@H]4C3)cc2oc1=O,5,-4,1,-4,0,10,1,6,-6,-3
O=C(CCNC(=O)c1ccccc1Cl)Nc1cccc(S(=O)(=O)N2CCCC2)c1,-2,4,0,4,0,2,2,3,-5,1
CCCCNC(=O)C1(C)CCC(=O)N1CCOC (stereo unspecified),-3,3,5,3,-1,2,-2,-10,2,/
CC(C)(C)NC(=O)C(C1CC1)n1c(=O)c(-c2ccco2)nc2ccccc21 (stereo unspecified),2,23,-8,10,3,8,5,0,2,/
Cn1ccnc1SCC(=O)c1cccc(Br)c1,6,16,0,7,-3,-15,-12,-6,3,-8
COc1ccc(N2CCN(Cc3nc(N)nc(Nc4ccccc4OC)n3)CC2)cc1,-4,-8,2,2,-3,-10,2,-6,4,-1
CCCCn1c(=O)[nH]c(=O)c2c1nc(-c1cc(Br)c(OCC)c(OC)c1)n2C,3,3,-8,-2,6,9,3,0,4,-6
COc1ccc(C)cc1NS(=O)(=O)c1cn(C)nc1C,2,-3,4,-1,7,3,3,-2,0,3

# High-throughput results as filed in PubChem BioAssay.
